Screening data from PubChem.
Rv3671c inh: Rv3671c serine protease inhibitors, primary screen, biochemical, fluorescence polarization, M. tuberculosis H37Rv | 320,000 compounds, 0.048% hits | inhibition, % at 5.96 µM | AID 2606, 2010; in the data active = inhibition above about 38%;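 also: extracellular domain of Rv3671c used as enzyme; 0% = enzyme with DMSO and 100% = no enzyme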
Target sequence (P9WHR9 whole entry, looked up, the tested form may be a part): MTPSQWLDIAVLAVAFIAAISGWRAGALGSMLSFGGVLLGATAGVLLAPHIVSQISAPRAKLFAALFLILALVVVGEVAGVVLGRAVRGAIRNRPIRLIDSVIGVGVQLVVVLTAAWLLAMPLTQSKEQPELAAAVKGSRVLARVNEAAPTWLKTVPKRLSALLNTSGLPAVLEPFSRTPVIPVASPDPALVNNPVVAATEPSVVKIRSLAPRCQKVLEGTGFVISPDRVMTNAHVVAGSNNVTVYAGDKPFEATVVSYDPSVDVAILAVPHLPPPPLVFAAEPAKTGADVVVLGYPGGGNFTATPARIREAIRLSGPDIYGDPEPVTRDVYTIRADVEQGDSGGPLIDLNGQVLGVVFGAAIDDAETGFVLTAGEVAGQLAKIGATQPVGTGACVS
MazEF act: activators of E. coli MazEF toxin-antitoxin RNase, primary screen, biochemical, fluorescence, uHTS; Endoribonuclease toxin MazF (Escherichia coli (strain K12)), P0AE70; FAM/BHQ RNA-DNA oligo cleavage fluorescence, 5 h; activation, % at 20 µM; 350,000 compounds, 0.32% hits; in the data active = activation above about 50%
VHR inh abs: VHR1 phosphatase inhibitors, primary screen, biochemical, absorbance, uHTS; Dual specificity protein phosphatase 3 (Homo sapiens), P51452; recombinant VHR phosphatase, pNPP absorbance; inhibition, % at 13.3 µM; 290,000 compounds, 0.52% hits; in the data active = inhibition above about 50%; also: some compounds called inactive have numbers as strong as hits
Target sequence (P51452 whole entry, looked up): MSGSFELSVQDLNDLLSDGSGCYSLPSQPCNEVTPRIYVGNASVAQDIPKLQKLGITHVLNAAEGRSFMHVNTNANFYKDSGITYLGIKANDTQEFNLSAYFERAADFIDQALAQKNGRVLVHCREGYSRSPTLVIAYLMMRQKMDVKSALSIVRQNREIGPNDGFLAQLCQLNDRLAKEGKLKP
GDH-TPI inh: GDH-TPI coupling enzyme inhibitors, primary screen, artefact control for M. tuberculosis FBA inhibitor project, biochemical, absorbance, full deck; GDH-TPI coupled enzyme counterscreen, NADH absorbance; inhibition, % at 4.8 µM; 360,000 compounds, 1.2% hits; in the data active = inhibition above about 30%;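 also: 0% = DMSO wells and 100% = wells lacking the enzyme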
PriA SSB inh: inhibitors of Klebsiella pneumoniae PriA binding to SSB C-terminal tail, primary screen, biochemical, AlphaScreen; PriA–SSB C-terminal tail interaction (Klebsiella pneumoniae); AlphaScreen SSBct-PriA binding, biotinylated peptide; inhibition, % at 33 µM; 430,000 compounds, 0.6% hits; AID 1272365, 2023; in the data active = inhibition mostly above about 37%, no sharp cut-off; inactive = mostly below about 20%;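 also: plate controls were negative control peptide for no effect and reference peptide for full effect; strong numbers were not always called active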
BioA inh: M. tuberculosis BioA enzyme inhibitors, primary screen, biochemical, plate reader, single point, HTS; inhibition, % at 9.99 µM; 360,000 compounds, 0.096% hits; purified M. tuberculosis BioA enzyme; AID 602481, 2012; in the data active = inhibition above about 40%
UGM FP inh: M. tuberculosis UGM enzyme inhibitors, primary screen, biochemical, fluorescence polarization, single point. purified UGM, fluorescence polarization probe displacement. inhibition, % at 10 µM. 320,000 compounds, 0.06% hits. AID 504406, 2011; in the data active = inhibition above about 10%, passing the limit was not always enough
Target sequence (P9WIQ1 whole entry, looked up): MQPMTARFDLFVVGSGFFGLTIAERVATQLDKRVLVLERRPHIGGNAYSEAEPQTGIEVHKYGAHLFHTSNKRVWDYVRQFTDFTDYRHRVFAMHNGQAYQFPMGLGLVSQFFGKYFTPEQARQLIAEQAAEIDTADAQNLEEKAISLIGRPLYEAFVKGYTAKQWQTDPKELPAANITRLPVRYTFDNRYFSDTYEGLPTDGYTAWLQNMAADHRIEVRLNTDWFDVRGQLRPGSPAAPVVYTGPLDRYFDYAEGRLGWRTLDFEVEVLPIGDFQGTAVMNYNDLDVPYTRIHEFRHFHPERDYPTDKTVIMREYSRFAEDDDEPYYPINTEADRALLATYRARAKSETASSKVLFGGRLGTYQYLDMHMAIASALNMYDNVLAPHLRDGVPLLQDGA
Vc quorum ag: inducers of Vibrio cholerae quorum light production without autoinducers, primary screen, BH1578 luxS cqsA deficient, single point. V. cholerae BH1578 lux reporter, luminescence, 6 h. activation, % at 18.7 µM. 350,000 compounds, 0.16% hits; in the data active = activation mostly above about 9.7%, no sharp cut-off; also: not every result past the cut was called active; inactives centre near 0; reference of the scale not given here
Mtb FBA inh: Mtb FBA enzyme inhibitors, primary screen, biochemical, fluorescence, strain H37Rv | Fructose-bisphosphate aldolase (Mycobacterium tuberculosis (strain ATCC 25618 / H37Rv)), … | purified M. tuberculosis FBA, fluorescence read-out | inhibition, % at 1 µM | 360,000 compounds, 2.3% hits; in the data active = inhibition above about 27%;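 also: 0% = vehicle and 100% = reference inhibitor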
SARS 3CLpro inh: SARS-CoV 3CLpro protease inhibitors, primary screen, biochemical, quenched FRET; 290,000 compounds, 0.14% hits; recombinant SARS-CoV 3CLpro, quenched FRET peptide cleavage; Replicase polyprotein 1ab (Severe acute respiratory syndrome coronavirus), P0C6X7; inhibition, % at 6 µM; in the data active = inhibition above about 12%
* hit, by the source's call; i = inactive; . = no result given; & = joins results of further samples. Not all compounds are listed, so the mix of outcomes need not match the whole.

SMILES	Rv3671c inh	MazEF act	VHR inh abs	GDH-TPI inh	PriA SSB inh	BioA inh	UGM FP inh	Vc quorum ag	Mtb FBA inh	SARS 3CLpro inh
CCOC(=O)C1=C(C)NC(=O)C(C#N)C1c1ccncc1 (centres undefined)	-4	-4	10	16	5	0.5	0.8	-7.1	4	-6
O=C(c1cc2sccc2n1Cc1ccc(F)cc1)N1CCN(c2nc3ccccc3s2)CC1	-3	-8	31	-4	5	-0.9	-1.4	i	-3	5
CC1(c2nnc(Cc3ccccc3)o2)CC(c2cccc(F)c2)=NO1 (centres undefined)	-5	0	.	-1	-10	1.6	2.0	-0.9	2	.
CCOc1ccc(NC(=O)C(C)C(Cc2ccc(C)cc2)C(=O)O)cc1 (centres undefined)	-1	3	34	-4	3	.	3.4	-2.2	0	2
NS(=O)(=O)c1ccc(N=Nc2c(O)[nH]c3ccc(Br)cc23)cc1	-17	-1	22	-9	16	-3.4	-0.6	-0.4	-7	-7
Cc1ccc(C(=O)N/C(=C/c2cccnc2)C(=O)O)cc1	-9	0	-2	1	11	-2.6	1.7	-0.2	3	2
COC(=O)c1ccccc1N1C(=O)C2C(C1=O)C1C=CC2C12CC2 (centres undefined)	2	-2	27	5	-5	.	-0.9	-0.4	1	1
CCn1c(C)cc(/C=C2\NC(=O)N(CC(=O)Nc3cccc(C)c3)C2=O)c1C	1	6	13	16	-4	-2.5	-0.9	-3.8	4	-3
Cc1ccc(-c2nc(-c3ccccn3)sc2CC(=O)O)cc1	1	-2	11	7	-11	.	0.7	i	4	3
Cc1cccc(S(=O)Cc2ccc(C(=O)N3CCN(C(=O)c4ccco4)CC3)o2)c1 (centres undefined)	-3	3	15	5	-5	1.5	0.6	-3.4	0	-7
O=C1CC(c2ccccc2)CC(=NCCO)/C1=C(\O)CCCN1C(=O)c2ccccc2C1=O (centres undefined)	0	0	-20	1	.	.	1.6	-2.9	-1	5
Cc1cccc(C)c1OCC(=O)Nc1oc(-c2ccccc2)c(-c2ccccc2)c1C#N	-41	23	.	14	-1	-1.5	-0.8	-0.3	3	5
COc1ccc(S(=O)(=O)N(C)C[C@H]2Oc3c(NC(=O)CCC(F)(F)F)cccc3C(=O)N([C@H](C)CO)C[C@@H]2C)cc1	6	2	.	6	-15	-1.3	-0.1	i	4	.
CCOc1ccccc1NC(=O)CSc1nc2c(c(=O)n(C)c(=O)n2C)n1C	7	7	20	3	-4	-1.2	-1.2	0.6	0	-2
CCOCCCNC(=O)COC(=O)/C=C/c1ccc(S(=O)(=O)N2CCc3ccccc32)cc1	4	7	18	3	2	.	0.4	i	1	0
O=C(c1ccccc1Cc1ccccc1)N1CCN(S(=O)(=O)c2ccc(F)cc2)CC1	-7	-5	.	5	-8	-0.1	0.9	i	4	.
CN(C)c1cccc(C(=O)Nc2nc3ccccc3[nH]2)c1	-13	-14	-12	1	13	-0.7	0.5	-0.5	4	-6
O=C(COC(=O)c1ccccc1-n1cnnn1)c1ccc(F)cc1	6	7	.	0	-13	-0.7	-1.5	i	18	.
O=C(COC(=O)c1cc(Br)ccc1O)NNC(=O)c1ccc([N+](=O)[O-])cc1	3	8	.	5	-2	-0.9	.	-2.3	2	.
COCC(=O)Nc1nc2ccccc2s1	-1	-7	14	-2	-7	-1.4	-1.0	i	3	6
Cc1ccc(CN(Cc2ccco2)C(=S)NCC(=O)NC2CC2)cc1	5	-3	-12	0	-6	.	-0.5	-0.3	1	-4
COCCn1c(=NC(=O)CCS(=O)(=O)c2ccccc2)sc2ccccc21	-19	-3	-16	-9	3&-6	0.1	1.9	i	1	-6
COC(=O)C(NC(C)=O)(Nc1ccccc1)C(=O)OC	6	-4	-10	8	1	0.2	-2.7	i	1	3
O=C(CCN1C(=O)/C(=C/c2ccc(F)cc2)SC1=S)NNC(=O)c1ccncc1	-1	17	22	7	-14	1.0	-1.9	-0.3	-4	-1
COc1ccccc1CNCc1ccc(OC)c2ccccc12	8	-10	.	-6	-1	.	-1.8	-0.6	2	.
COc1ccc(-c2nc3cc(C)ccn3c2NC(=O)c2c(F)cccc2Cl)cc1	2	6	24	6	-6	-1.7	1.2	0.6	0	-6
Fc1ccccc1COc1cccc2cccnc12	-5	9	.	5	-12	0.2	0.7	-0.5	6	2
COc1ccc(C(=O)NCCC(=O)N2CCC3(CC2)NCCc2[nH]cnc23)cc1	-10	4	6	9	-8	0.8	-2.1	-0.5	1	-9
CN(CC(=O)Nc1ccc(F)c(F)c1F)C(=O)C1CCC1	-4	11	.	3	0	-1.2	0.8	25*	0	.
COc1cccc(Nc2nc(-c3sc(C)nc3C)cs2)c1	2	-26	-4	6	21	0.6	-0.7	-0.6	0	5
CNS(=O)(=O)c1cc(S(=O)(=O)NC)c2cccc3c2c1NC3=O	2	3	8	23	-9	2.1	-1.6	-0.2	31*	-9
COC(=O)c1c(NC(=O)COC(=O)c2ccc(Cl)cc2[N+](=O)[O-])sc2c1CCCCC2	-5	-16	6	4	4	.	-1.8	-0.3	1	2
CC(C)[C@H](NC(=O)c1ccco1)C(=O)OCc1cc(=O)n2c(n1)sc1ccccc12	-5	-1	22	12	-9	-1.5	1.0	i	-1	2
CCOC(=O)c1c(S(=O)(=O)Nc2ccc(C)c(F)c2)c(C)n(C)c1C	-5	8	35	8	-22	-0.8	-1.6	-0.3	3	2
CCOP(=O)(OCC)C(C#N)=C1SCN(c2ccc(Cl)cc2)CS1	-11	0	0	8	-7	-0.3	0.7	i	0	-1
COc1ccccc1NC(=O)c1cc2ccc(O)cc2o/c1=N\O	-8	9	32	13	.	-0.8	-4.8	-0.6	7	6
COC(=O)c1ccccc1Oc1nc(Cl)cc(OC)n1	15	3	-8	3	-7	.	1.8	i	1	2
Cc1cc(/C=N/NC(=O)c2cc3ccccc3o2)c(C)n1C	1	15	5	26	.	-0.5	-2.4	-2.2	-9	-2
Cc1ccccc1S(=O)(=O)Cc1ccc(C(=O)NCCCOC(C)C)o1	3	3	27	1	1	-0.4	-0.4	-0.1	1	1
COc1ccc(-n2c(=S)[nH]c3cc(C(=O)NCCCN4CCOCC4)ccc3c2=O)cc1OC	4	-1	27	3	0	0.4	0.2	-0.1	0	2
Clc1ccc(-c2csc3ncnc(NCCN4CCOCC4)c23)cc1	2	-1	20	16	-2	3.1	6.1	1.4	2	1
O=C(c1ccc(NS(=O)(=O)c2ccc3c(c2)OCCO3)cc1)N1CCCCC1	6	1	9	-11	-6	0.1	1.0	i	-5	0
CC1CCCCN1C(=O)c1cc(-c2ccc3c(c2)OCO3)on1 (centres undefined)	3	6	32	6	0	-3.5	0.8	-5.6	-3	4
Cc1cc(Cl)c2oc(C(=O)N3CCN(C4CCS(=O)(=O)C4)CC3)c(C)c2c1 (centres undefined)	1	4	25	-11	6	1.8	-0.9	-0.4	-1	-1
COc1cc2c(cc1NC(=O)COC(=O)Cn1cnc3ccccc31)oc1ccccc12	.	4	-1	15	-2	-1.8	.	i	1	-7
O=C(NC1CCCCC1)C(c1ccco1)N(Cc1cccnc1)C(=O)C1COc2ccccc2O1 (centres undefined)	-11	3	17	7	11	-0.3	-0.6	0.1	2	-1
O=C1C(Cc2ccccc2)Nc2ncnc(N3CCN(c4ccccc4)CC3)c2N1Cc1ccccc1 (centres undefined)	-14	-17	.	17	4	-1.1	-0.6	i	4	.
CCC(Sc1nc2ccccc2o1)C(=O)Nc1nnc(C)s1 (centres undefined)	-7	-4	-3	6	-6	.	1.8	i	-1	-2
C=CCN(CC=C)C(=O)Nc1cc(Cl)ccc1OC	1	-1	-4	1	-30	3.2	0.1	i	-2	0
O=Cc1cccnc1SCc1ccccc1	5	7	.	-1	-9	0.4	0.9	-1.7	3	.
CC(=O)c1c(N2CCOCC2)nc(=S)n(-c2cc(C)ccc2C)c1C	-6	-21	11	8	5	0.1	-0.2	-0.4	0	-6
O=C(NCCCCNC(=O)c1ccccc1Cl)c1ccccc1Cl	6	-5	1	4	3	-2.8	-0.9	i	2	-6
CCO/C=C/C(O)(CNC(=O)c1ccc(C(C)(C)C)cc1)C(F)(F)F (centres undefined)	-8	3	-5	1	-23	.	-2.6	i	3	-1
CC(C)(C)OC(=O)CNC(=O)c1nc[nH]c1C(=O)N1CCN(C(=O)OC(C)(C)C)CC1	-2	4	17	9	0	-4.6	-1.8	-2.1	1	-1
CC(=O)Nc1ccc2nc(SCC(=O)Nc3ccc(N4CCOCC4)c(Cl)c3)sc2c1	-2	2	10	0	12	.	-1.1	-0.3	-1	-1
Cc1c(CCO)c(=O)n(-c2ccccc2)n1S(=O)(=O)c1ccc(Cl)cc1	6	2	30	7	-16	-3.6	-0.3	1.8	1	2
Cc1cc(C)c(S(N)(=O)=O)c(C)c1N(C)S(=O)(=O)c1ccccc1	-1	-9	15	0	11	1.6	1.3	i	-2	2
CN(CC(=O)Nc1cccc(F)c1)C(=O)CN1C(=O)C2CC=CCC2C1=O (centres undefined)	4	2	.	-1	-5	.	.	-0.5	-2	.
CC(C)NCC(O)c1ccc(C2CCCC2)cc1 (centres undefined)	5	4	-11	-4	-1	.	-1.3	i	-1	1
COc1cccc(C2C3=C(Nc4[nH]n(-c5ccccc5)c(=O)c42)c2ccccc2C3=O)c1 (centres undefined)	16	.	8	.	.	.	4.2	.	.	9

5 entries from above, set out differently.
mol,Rv3671c inh,MazEF act,VHR inh abs,GDH-TPI inh,PriA SSB inh,BioA inh,UGM FP inh,Vc quorum ag,Mtb FBA inh,SARS 3CLpro inh
CCC(Sc1nc2ccccc2o1)C(=O)Nc1nnc(C)s1 (centres undefined),-7,-4,-3,6,-6,.,1.8,i,-1,-2
O=C(COC(=O)c1ccccc1-n1cnnn1)c1ccc(F)cc1,6,7,.,0,-13,-0.7,-1.5,i,18,.
COc1cc2c(cc1NC(=O)COC(=O)Cn1cnc3ccccc31)oc1ccccc12,.,4,-1,15,-2,-1.8,.,i,1,-7
COC(=O)C(NC(C)=O)(Nc1ccccc1)C(=O)OC,6,-4,-10,8,1,0.2,-2.7,i,1,3
CN(C)c1cccc(C(=O)Nc2nc3ccccc3[nH]2)c1,-13,-14,-12,1,13,-0.7,0.5,-0.5,4,-6

Remaining list, next part:
SMILES	Rv3671c inh	MazEF act	VHR inh abs	GDH-TPI inh	PriA SSB inh	BioA inh	UGM FP inh	Vc quorum ag	Mtb FBA inh	SARS 3CLpro inh
CC(=O)c1ccc(NC(=O)CN2C(=O)/C(=C/C(C)=C/c3ccccc3)SC2=S)cc1	.	5	-2	6	6	1.2	.	i	-3	2
Cc1sc2ncn(CC(=O)NCC(=O)N3CCC4(CC3)OCCO4)c(=O)c2c1C	10	12	2	8	-10	-1.7	-5.2	i	0	-7
O=C1CC(c2ccncc2)c2cc3c(cc2N1)OCCO3 (centres undefined)	7	-1	-22	0	-11	0.4	-1.0	-0.5	0	1
NC(N)=NS(=O)(=O)c1ccc(N/C=C\C(=O)c2ccncc2)cc1	-3	-1	-17	7	-13	-1.0	-1.0	-0.9	-1	2
